TSHR antag – Antagonists of the Thyroid Stimulating Hormone Receptor: HTS campaign | Thyrotropin receptor (Homo sapiens), P16473 | TSHR-expressing cells, TSH-stimulated cAMP HTRF, 2 h; active compounds read low | activity change, negative = inhibition, % at 11.5 µM | 0.2% of 330,000 active | AID 504810, 2011;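 active means activity change below a set negative limit, meaning inhibition stronger than a set level, cut at about -70% in these data; inconclusive means activity change between two set negative limits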; further: on the % scale 0 is the no-effect control and ±100 the full control effect
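Read-out is FRET at 665 nm (cryptate excitation 337 nm) from a cryptate-tagged anti-cAMP antibody, competed by cell cAMP against cAMP-d2. Compounds are tested on freshly harvested TSHR cells challenged with 4nM TSH (EC80) for 2 hours at 37 deg C.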
Mito fusion yeast – qHTS Assay for Small Molecule Inhibitors of Mitochondrial Division or Activators of Mitochondrial Fusion | 0.23% of 320,000 active | S. cerevisiae fusion-defective mutant growth rescue, CellTiterGlo 48 h | Potency, µM (titrated, usually from 46.1 µM), inactives show top-dose growth rescue (activation), usual class: activators;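 further: potency means the concentration at half of the fitted maximal effect; % of control where 0% means no effect; nearly all actives have a fitted effect of over 45% in size; temperature-sensitive fusion mutants such as fzo1-1 at 37 °C on non-fermentable ethanol glycerol medium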
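Temperature-sensitive fusion-defective S. cerevisiae (e.g. fzo1-1, mgm1-5) were grown with compound in YPEG medium (3% ethanol, 3% glycerol) for 48 hours at 37C. Growth rescue was measured as viability by CellTiterGlo luminescence after 10 minutes at ambient.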
BCR signal inh – qHTS Assay to Find Inhibitors of Chronic Active B-Cell Receptor Signaling; ABC-DLBCL IkBa-CBG/CBR reporter, luminescence ratio, 4 h; Potency, µM (series often up to 46.1 µM), inactives show at the highest dose ratio change, negative = lower green/red ratio, usual class: inhibitors; 0.05% of 340,000 active; AID 493014, 2011; active means well fitted inhibition curve with a large enough effect in the signal ratio, with a control signal flat, not every such curve was filed as active; inconclusive means small, poorly fitted or top-dose-only effect, or effect the other way, or a change in a side signal; the % refers to the signal ratio;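 further: potency means the concentration at half of the fitted maximal effect; plate controls were basal doxycycline-induced cells for no effect and cells given 10 µM MG132 for full effect; MG132 reads +100%, hits lower the ratio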
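Concentration-response series (up to 46 uM) were applied to TMD8 dual-reporter cells for 4 h at 37C with doxycycline. Green/red ratio, after filter-overlap correction, defined %Activity; red signal alone was normalised to basal cells and zero luminescence.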
B2AR arrestin – qHTS assay of beta-arrestin-biased ligands of beta2-adrenergic receptor. Potency, µM (titrated, usually from 46.1 µM), for inactives: at the top dose activation, hits mostly activators. AID 492947, 2010. Beta-2 adrenergic receptor (Homo sapiens), P07550. beta-arrestin recruitment to beta2AR, cell-based reporter. 0.02% of 330,000 active;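 further: potency means the concentration at half of the fitted maximal effect; 0% = DMSO controls and full agonism = EC100 isoproterenol or metaproterenol; nearly all actives have a fitted effect of over 65% in size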
Target sequence (P07550 whole entry, looked up): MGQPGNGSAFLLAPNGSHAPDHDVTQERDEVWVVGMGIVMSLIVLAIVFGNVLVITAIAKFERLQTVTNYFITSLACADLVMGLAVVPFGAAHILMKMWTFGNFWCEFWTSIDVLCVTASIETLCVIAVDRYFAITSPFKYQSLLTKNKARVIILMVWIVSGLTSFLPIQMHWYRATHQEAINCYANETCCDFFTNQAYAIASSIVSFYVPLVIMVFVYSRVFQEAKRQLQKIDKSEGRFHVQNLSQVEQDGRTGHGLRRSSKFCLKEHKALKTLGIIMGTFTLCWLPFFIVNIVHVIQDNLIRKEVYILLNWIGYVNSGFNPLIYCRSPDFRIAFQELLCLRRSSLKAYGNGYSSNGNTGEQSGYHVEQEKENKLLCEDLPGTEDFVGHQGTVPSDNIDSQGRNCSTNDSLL
TCR act – Activators of T cell receptors: qHTS campaign; primary human leukocytes, anti-CD3, IL-2 HTRF, 48 h; Potency, µM (top dose mostly 9.22 µM), for inactives: at the top dose activation of IL-2 secretion, hits mostly activators; 330,000 tested, under 10 active; further: % of control where 0% means no effect
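Human primary leukocytes + a-CD3 beads + cpd, 48 hr; IL-2 in supernatant by HTRF (ex 320nm / em 665nm). No co-stimulatory signal supplied.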
ELG1 repair inh – qHTS screen for small molecules that inhibit ELG1-dependent DNA repair in human embryonic kidney (HEK293T) cells expressing luciferase-tagged ELG1; Potency, µM (doses to about 46.1 µM), inactives show at the top dose activity change, negative = inhibition, actives largely listed as inhibitors; 2.3% of 330,000 active; HEK293T ELG1-luciferase reporter, luminescence, 16 h; DNA damage induced by 5-fluorouridine; further: potency means the concentration at half of the fitted maximal effect; on the % scale 0 is the no-effect control and ±100 the full control effect; nearly all actives have a fitted effect of over 55% in size
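HEK293T cells expressing luciferase-tagged ELG1 (2,000/well) received 5-Fluorouridine plus compound or DMSO for 16 hr at 37 °C. Luciferase was read by ONE-Glo luminescence after 30 min at room temperature.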
Tb PFK block – qHTS Assay to Find Inhibitors of T. brucei phosphofructokinase; ATP-dependent 6-phosphofructokinase (Trypanosoma brucei brucei), O15648; T. brucei PFK, ADP-Glo luminescence; Potency, µM (highest dose often 57.5 µM), without a hit: top-dose activity, negative = inhibition, most hits filed as inhibitors; 0.17% of 330,000 active;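 further: potency means the concentration at half of the fitted maximal effect; 0% = uninhibited 1x PFK enzyme wells and -100% = no-enzyme wells; nearly all actives have a fitted effect of over 60% in size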
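1.25 nM PFK with 0.5 mM F6P and 0.1 mM ATP in 0.1 M TEA pH 8.0, 5 mM MgCl2, incubated 45 min at room temperature; ADP measured by ADP-Glo luminescence; compounds titrated up to 57 uM.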
uPA surface inh – qHTS for Inhibitors of Cell Surface uPA Generation; cell surface uPA generation assay, qHTS; Potency, µM (highest dose often 38.3 µM), for the others: at the highest dose activity change, negative = inhibition, actives largely listed as inhibitors; 0.31% of 330,000 active; AID 540303, 2011; active means well fitted inhibition curve with a large enough effect; inconclusive means small, poorly fitted or top-dose-only effect; inactive means no such curve, though single readings can be large or run the other way; tested in mouse RAW 264.7 cells; further: potency means the concentration at half of the fitted maximal effect; on the % scale 0 is the no-effect control and ±100 the full control effect; nearly all actives have a fitted effect of over 55% in size
TSG101-PTAP inh – qHTS Assay for Iinhibitors of HIV-1 Budding by Blocking the Interaction of PTAP/TSG101; Tumor susceptibility gene 101 protein (Homo sapiens), Q99816; Fluorescence polarization, FITC-PTAP peptide / Tsg101 binding; Potency, µM (series often up to 115 µM), for the others: at the top dose activity change, negative = inhibition, actives largely listed as inhibitors; 340,000 tested, under 10 active; AID 493005, 2010; active means well fitted inhibition curve with a large enough effect in the main read-out, with a control signal flat, not every such curve was filed as active; inconclusive means small, poorly fitted or top-dose-only effect, or effect the other way, or a change in a side signal; inactive means no such curve, though single readings can be large or run the other way; further: potency means the concentration at half of the fitted maximal effect; % of control where 0% means no effect
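Compounds were pin-transferred onto Tsg101 binding domain (10 uM final) in HEPES pH 7.5 buffer, then FITC-PTAP peptide was added at 50 nM final. After 20 min at RT, polarization reported peptide displacement across a qHTS concentration series.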
USP2a inh – qHTS Assay for Inhibitors of Ubiquitin-specific Protease USP2a Using CHOP2 as the Reporter; 0.01% of 330,000 active; Ubiquitin carboxyl-terminal hydrolase 2 (Homo sapiens), O75604; Potency, µM (doses to about 38.3 µM), without a hit: at the highest dose activity change, negative = inhibition, actives largely listed as inhibitors; USP2 core, Ub-CHOP2 coupled fluorogenic reporter, 485/531; AID 463254, 2010;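 further: potency means the concentration at half of the fitted maximal effect; plate controls were DMSO wells for no effect and full inhibition by NEM control for full effect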
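Cell-free coupled assay: 10nM USP2 core preincubated 30min RT with compound in Tris-HCl pH 8.0/CaCl2/CHAPS buffer, then 25nM Ub-CHOP2 and 25nM reporter substrate; fluorescence (Ex 485/Em 531) read after 60min RT, normalized to NEM inhibition, concentration-response curves fitted.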
Eya2 inh – qHTS Assay for Inhibitors of the Phosphatase Activity of Eya2; Protein phosphatase EYA2 (Homo sapiens), O00167; recombinant Eya2, OMFP fluorescence dephosphorylation (OMFP is methylfluorescein phosphate); Potency, µM (top dose mostly 76.9 µM), without a hit: at the highest dose activity, negative = inhibition, hits mostly inhibitors; 0.006% of 330,000 active; AID 488837, 2010; further: potency means the concentration at half of the fitted maximal effect; on the % scale 0 is the no-effect control and ±100 the full control effect
Target sequence (O00167 whole entry, looked up): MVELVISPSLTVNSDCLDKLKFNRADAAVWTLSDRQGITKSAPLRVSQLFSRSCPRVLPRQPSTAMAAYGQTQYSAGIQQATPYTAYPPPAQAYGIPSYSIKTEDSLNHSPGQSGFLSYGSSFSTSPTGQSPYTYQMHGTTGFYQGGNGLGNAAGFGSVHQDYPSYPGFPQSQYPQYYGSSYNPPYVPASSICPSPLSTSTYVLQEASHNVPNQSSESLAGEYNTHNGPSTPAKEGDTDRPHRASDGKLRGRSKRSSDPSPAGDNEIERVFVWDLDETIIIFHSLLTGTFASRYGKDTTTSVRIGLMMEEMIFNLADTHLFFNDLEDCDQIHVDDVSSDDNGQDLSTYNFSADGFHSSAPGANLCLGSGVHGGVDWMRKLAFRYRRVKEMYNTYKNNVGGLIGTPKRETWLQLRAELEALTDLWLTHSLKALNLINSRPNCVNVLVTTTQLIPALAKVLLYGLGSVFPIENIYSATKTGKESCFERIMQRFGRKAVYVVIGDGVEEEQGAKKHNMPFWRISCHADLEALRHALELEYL
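Eya2 protein (added as 0.2 uM solution) was preincubated with compound for 10 min at ambient temperature in 50 mM HEPES pH 7.5, 50 mM NaCl, 5 uM MgCl2, 0.05% BSA, 1 mM DTT. OMFP (added at 50 uM) then reacted 10 min; fluorescence read at 485/525 nm.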
The depositor's hits bear a star; ? = inconclusive; / = not tested or not shown; & = joins results of further samples; [ ] = dose if it differs, or a comment. Unless noted, the call rests on the fitted dose curve; in most records, active means well fitted curve in the direction sought with a large enough effect; inconclusive means small, poorly fitted or top-dose-only effect, or another doubt; inactive means no such curve, though single readings can be large; an effect the other way counts as inactive or inconclusive.

SMILES	TSHR antag	Mito fusion yeast	BCR signal inh	B2AR arrestin	TCR act	ELG1 repair inh	Tb PFK block	uPA surface inh	TSG101-PTAP inh	USP2a inh	Eya2 inh
COC(=O)c1ccc(COC(=O)c2ccc(N(C)C)cc2)cc1	-21	4%	-1%	-0.2%	-7%	24%	1%	1%	0%	-5%	-7%
C=CCNc1nc(-c2ccccc2)c(C(=O)OCC)cc1C#N	-5	2%	-4%	-0.1%	-5%	?	1%	-9%	-3%	-1%	-4%
O=C(O)c1ccccc1NC1CCCCC1NS(=O)(=O)c1ccccc1 (configuration not stated)	25	3%	?	-0.2%	0%	16%	-5%	5%	0%	1%	-3%
CCOC(=O)c1cc(NC(=O)N2CCCCC2)c(C)nc1C	2	-2%	11%	-0.4%	1%	9%	8%	1%	-5%	-2%	0%
CCC1Oc2ccc(C)cc2N(CC(=O)N2CCOCC2)C1=O (configuration not stated)	10	10%	5%	-0.1%	2%	4%	4%	-2%	-9%	-1%	0%
CCOC(=O)c1cc(C(=O)Nc2ccc(C)c(F)c2)nn1C	-5	5%	?	-0.5%	2%	?	-1%	/	-2%	-2%	7%
COC(=O)CCC(=O)NNC(=O)c1ccc(Cl)cc1Cl	-4	-2%	0%	-0.6%	/	15%	3%	11%	/	-1%	-20%
COc1cc(C(=O)Nc2ccc(Nc3ccccc3)cc2)cc(OC)c1OC	-8	1%	?	-1.9%	0%	?	1%	-4%	-6%	-11%	-7%
CCCN(C(=O)CSc1nnc2ccccn12)C1CCS(=O)(=O)C1 (configuration not stated)	1	-3%	0%	-0.2%	2%	11%	-6%	4%	0%	0%	-2%
Cc1nc(SCC(=O)NC2CC2)c2c(C)c(C)sc2n1	-8	-1%	7%	0.2%	2%	-19%	1%	-1%	-9%	1%	-9%
CCN(CC)c1ccc(CNc2ccc3c(c2)ncn3C(C)(C)C)cc1	2	-6%	?	0.0%	-8%	-18%	-2%	-9%	-2%	-2%	-7%
Cc1c(NC(=O)COc2cccc3c2OC(C)(C)C3)c(=O)n(-c2ccccc2)n1C	-8	0%	-3%	-0.1%	-1%	-7%	-5%	-2%	0%	28%	27%
COc1ccccc1CNC(=O)CCNS(=O)(=O)/C=C/c1ccc(C)cc1	3	/	-5%	-0.4%	-5%	-4%	-8%	13%	-3%	-3%	1%
CN(C)CCCn1c(N)c(S(=O)(=O)c2ccccc2)c2nc3ccccc3nc21	-4	-4%	8%	0.0%	2%	8%	-3%	0%	-1%	3%	6%
COc1ccc(OC)c(NC(=O)C(=S)NC2CCCCC2)c1	-32	-4%	12%	-1.0%	10%	20%	-10%	6%	0%	2%	0%

As a working copy, some entries already given.
SMILES	TSHR antag	Mito fusion yeast	BCR signal inh	B2AR arrestin	TCR act	ELG1 repair inh	Tb PFK block	uPA surface inh	TSG101-PTAP inh	USP2a inh	Eya2 inh
CN(C)CCCn1c(N)c(S(=O)(=O)c2ccccc2)c2nc3ccccc3nc21	-4	-4%	8%	0.0%	2%	8%	-3%	0%	-1%	3%	6%
COc1ccc(OC)c(NC(=O)C(=S)NC2CCCCC2)c1	-32	-4%	12%	-1.0%	10%	20%	-10%	6%	0%	2%	0%

Next part
SMILES	TSHR antag	Mito fusion yeast	BCR signal inh	B2AR arrestin	TCR act	ELG1 repair inh	Tb PFK block	uPA surface inh	TSG101-PTAP inh	USP2a inh	Eya2 inh
Cc1c(C(=O)N2CCN(c3ccccn3)CC2)oc2ccccc12	-35	10%	-2%	-0.1%	0%	?	0%	/	-2%	0%	-1%
O=C(CCc1ccccc1)OCC(=O)c1ccc([N+](=O)[O-])cc1	10	-5%	?	0.0%	0%	-7%	-7%	-9%	-4%	2%	11%
CCn1c(=S)sc2c(=O)n(CC(=O)Nc3ccc(OC)cc3)c(C)nc21	10	8%	4%	-0.4%	0%	11%	4%	2%	-3%	2%	3%
COc1cc2c(cc1OC)CN(CC(=O)NC(=O)NC1CCCCC1)CC2	28	2%	?	-0.4%	3%	-20%	1%	-3%	0%	1%	-5%
CCC(C)c1ccccc1NC(=S)Nc1cccnc1 (configuration not stated)	3	-6%	5%	0.2%	4%	0%	-4%	3%	-12%	-1%	-17%
Fc1ccccc1/C=N/Nc1nc2ccccc2o1	6	-10%	?	0.4%	0%	?	-4%	2%	0%	2%	3%
C[N+](C)(C)CCOC(N)=O	8&4	-5%&4%	0%	-0.1%	-2%	3%	-2%	10%	1%	0%	12%&8%
COc1ccc(/C=C/C(=O)N(C(C)C)C(C)C)cc1Br	-19	4%	0%	-0.3%	-2%	0%	0%	/	-7%	1%	-19%
CCOC(=O)c1cc(NC(=O)Nc2nc3ccccc3s2)c(C)nc1C	4	0%	1%	-0.4%	-2%[46.1 µM]	8%	-6%	0%	-3%	-1%	1%
Cc1cc(C)n(-c2nc(C)nc(N)n2)n1	6	-9%	10%	-0.3%	-5%	12%	-11%	-1%	2%	0%	9%
CN(C(=O)c1cnc2n(c1=O)CCS2)C1CCCCC1	15	1%	19%	-1.0%	5%	12%	0%	-3%	-3%	-1%	-3%
COc1cc(OC)cc(C(=O)Nn2cc(C(=O)N3CCN(C)CC3)c3ccccc3c2=O)c1	0	0%	-2%	-0.4%	-3%	10%	-1%	3%	-2%	4%	4%
Cc1ccc(C)c(Nc2ccc3nonc3c2[N+](=O)[O-])c1	-8	3%	-1%	0.3%	-1%	18%	11%	8%	-9%	4%	1%
CC(C)C(=O)Nc1nnc(CCc2ccccc2)s1	28	-3%	?	-0.6%	-2%	?	10%	5%	-3%	7%	-10%
COc1ccc(CCNC(=O)c2ccc(=O)[nH]c2)cc1OC	-8	-3%	0%	-0.3%	-1%	2%	0%	3%	-4%	5%	7%
CC12C(=O)N(c3ccc(OC(=O)c4ccco4)cc3)C(=O)C1C1c3ccccc3C2c2ccccc21 (configuration not stated)	-23	-5%	-4%	-0.8%	-3%[46.1 µM]	-17%	8%	1%	-1%	3%	-2%
COc1ccc(OC)c(/C=C2\SC(=S)N(NS(=O)(=O)c3ccccc3)C2=O)c1	-23	33%	?	0.5%	-5%	-5%	28%	?	0%	4%	11%
COc1cccc(C(=O)Nc2ccccc2N2CCCC2)c1	4	12%	?	-0.5%	5%	-5%	0%	-3%	-5%	1%	3%
CSc1sc(C(=O)N2CCCCC2)c(-c2cccs2)c1C#N	-1	5%	0%	-0.4%	2%	?	0%	1%	-10%	1%	-17%
CC(Oc1ccc(Cl)cc1Cl)c1nc(-c2ccccn2)no1 (configuration not stated)	-23	?	-3%	0.2%	-2%	?	2%	-2%	-7%	-1%	3%
Cc1ccc(Nc2c(-c3ccccc3O)nc3ncccn23)cc1	-1	0%	6%	-0.1%	3%	7%	0%	-20%	-2%	2%	-9%
Cc1ccc(-c2n[nH]c(=O)c3ccccc23)cc1S(=O)(=O)NCCO	3	-2%	?	-0.2%	2%	6%	3%	-4%	-6%	0%	12%
CCOc1ccc(NC(=O)Nc2c(C)n(C)n(-c3ccccc3)c2=O)cc1	-2	5%	-1%	0.5%	3%	1%	-1%	-1%	-4%	3%	0%
COc1ccc(/C=C/C(=O)OCC(=O)NC2CCCC2)cc1	-7	-1%	1%	-2.5%	-4%	-5%	2%	13%	-11%	-1%	-19%

Assay outcomes from PubChem.
